Sm TGR block = qHTS Assay for the Inhibitors of Schistosoma Mansoni Peroxiredoxins; Schistosoma mansoni thioredoxin glutathione reductase (TGR), Q962Y6; purified TGR, DTNB reduction, TNB absorbance 405 nm; Potency, µM (titrated, usually from 114 µM), for inactives: at the top dose activity change, negative = inhibition, most hits filed as inhibitors; 3% of 360,000 active; note: nearly all actives have a fitted effect of over 60% in size
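Kinetic colorimetric format: TGR-catalysed, NADPH-driven DTNB reduction monitored via TNB absorbance. Enzyme dispensed at 20 nM; compound exposure 15 min at room temperature before reaction start.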
Pf growth 48h = Primary qHTS for delayed death inhibitors of the malarial parasite plastid, 48 hour incubation; Potency, µM (top dose mostly 28.7 µM), for inactives: at the top dose activity change, negative = inhibition, most hits filed as inhibitors; AID 504832, 2011; 5.9% of 310,000 active; P. falciparum luciferase growth in erythrocytes, 48 h
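First compound was added to culture medium, then infected red cells at 0.1% parasitemia and 2% hematocrit (final). After incubation at 37 C under 5% CO2, luciferase detection reagent was dispensed and light output recorded.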
HCV inhibitor = qHTS Assay for Inhibitors of Hepatitis C Virus (HCV). Huh7.5.1 HCVcc-Cre infection, luciferase reporter, 44 h. Potency, µM (top dose mostly 41.8 µM), for inactives: at the top dose activity change, negative = inhibition, actives largely listed as inhibitors. 3.4% of 340,000 active. AID 651820, 2012
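1,000 cells/well; 4 h culture; + compound; + HCVcc-Cre (~0.5 moi); 44 h; luciferase substrate, RT 15 min; read 15 sec.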
LmPK inhibitor = qHTS Assay for Inhibitors of Leishmania Mexicana Pyruvate Kinase (LmPK); purified LmPK, Kinase-Glo ATP luminescence, 1 h; Potency, µM (top dose mostly 57.5 µM), for the others: top-dose activity change, negative = inhibition, hits mostly inhibitors; 0.37% of 290,000 active; AID 1721, 2009
Target sequence (Q27686 whole entry, looked up): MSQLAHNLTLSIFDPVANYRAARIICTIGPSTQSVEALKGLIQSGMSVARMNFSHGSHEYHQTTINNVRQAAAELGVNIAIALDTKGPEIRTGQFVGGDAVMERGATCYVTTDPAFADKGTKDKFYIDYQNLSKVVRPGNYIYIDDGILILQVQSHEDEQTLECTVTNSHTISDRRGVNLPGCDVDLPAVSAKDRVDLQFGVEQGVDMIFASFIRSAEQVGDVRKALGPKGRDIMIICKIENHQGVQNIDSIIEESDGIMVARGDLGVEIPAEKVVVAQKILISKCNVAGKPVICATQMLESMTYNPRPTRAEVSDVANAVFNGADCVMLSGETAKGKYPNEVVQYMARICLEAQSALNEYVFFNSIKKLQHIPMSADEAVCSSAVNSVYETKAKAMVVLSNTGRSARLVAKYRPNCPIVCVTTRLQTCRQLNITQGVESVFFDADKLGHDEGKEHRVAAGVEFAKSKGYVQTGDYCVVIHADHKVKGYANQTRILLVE
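0.1 nM LmPK, 0.5 mM PEP, 0.1 mM ADP; 50 mM imidazole pH 7.2, 7 mM MgCl2, 50 mM KCl; 1 h RT. Kinase-Glo luminescence readout, normalized to no-enzyme (full inhibition) and uninhibited wells.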
Pf growth 96h = Primary qHTS for delayed death inhibitors of the malarial parasite plastid, 96 hour incubation; P. falciparum luciferase reporter growth, 96 h; Potency, µM (top dose mostly 28.7 µM), without a hit: at the top dose activity change, negative = inhibition, hits mostly inhibitors; 6.9% of 320,000 active; AID 504834, 2011
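Luminescence readout: decreased luciferase signal marks inhibited growth of reporter-expressing P. falciparum in infected red cells (2% hematocrit, 0.05% parasitemia final), exposed to compound two generations (96 h, 37 C, 5% CO2).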
TbPYK inhibitor = qHTS of Trypanosoma Brucei Inhibitors; pyruvate kinase (Trypanosoma brucei), Q57TT1; TbPYK enzyme, Kinase-Glo Plus ATP luminescence, 45 min; Potency, µM (top dose mostly 76.8 µM), for the others: at the top dose activity, negative = inhibition, most hits filed as inhibitors; 0.12% of 410,000 active; AID 624173, 2012; note: nearly all actives have a fitted effect of over 50% in size
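TbPYK + substrate in 50 mM TEA pH 7.2, 100 mM KCl, 10 mM MgCl2, 0.05% BSA, 0.01% Tween-20; cpd pinned; ADP 130 uM final; 45 min RT; Kinase-Glo Plus 10 min; luminescence endpoint.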
* marks the source's active call; other numbers are inactive results; u = inconclusive; x = not tested or not shown; & = joins results of further samples; [ ] = another dose, or the depositor's remark. Calls come from the whole dose curve; as a rule, active = well fitted curve in the direction sought with a large enough effect; inconclusive = small, poorly fitted or top-dose-only effect, or another doubt; inactive = no such curve, though single readings can be large; an effect the other way counts as inactive or inconclusive. % is set by controls: 0 for no effect and ±100 for the full control effect; potency is the fitted concentration of half-maximal effect.

compound	LmPK inhibitor	Pf growth 48h	TbPYK inhibitor	HCV inhibitor	Pf growth 96h	Sm TGR block
CN(Cc1ccco1)S(=O)(=O)c1ccc(CN2C(=O)c3cccnc3C2=O)s1	-5%	7%	-15%	11%	-15%	-4%
COc1ccc(S(=O)(=O)NCC2CCCN(C(=O)C3CCCC3)C2)cc1 (configuration not stated)	-2%	-15%	1%	-14%	389%[activator]	0%
COc1ccc(N2CCn3c2nc2c3c(=O)n(CCN3CCOCC3)c(=O)n2C)cc1	-5%	10%	x	x	-13%	0%
Cc1ccc2c(CC(=O)NCc3cccs3)coc2c1	2%	54%[activator]	-4%	-6%	48%[activator]	-3%
Cc1cc2c(cc1S(=O)(=O)NCCc1ccccc1)NC(=O)CO2	x	-4%	-1%	-6%	8%	-1%
CCOC(=O)C1(Cc2ccccc2)CCN(CC2CC=CCC2)CC1 (configuration not stated)	6%	-26%	2%	8%	9%	-1%
Cc1cc(=O)oc2c(C)c3occc3cc12	0%	u	0%	u	65%[activator]	-1%
CCC(C)NS(=O)(=O)c1ccc(OC)c(Cl)c1Cl (configuration not stated)	0%	x	-13%	8%	u	3%
CCN1CCN(C(C)CCc2ccccc2)CC1 (configuration not stated)	-3%	15%	4%	0%	32%[activator]	14%
CCN(CCO)Cc1cc(=O)oc2c(C)c(C)ccc12	0%	47%[activator]	0%	8%	64%[activator]	u
Cc1ccc(C(=O)NC(O)C(Cl)Cl)cc1 (configuration not stated)	-7%	-3%	1%	14%	6%	-13%
CN1c2ccc([N+](=O)[O-])cc2CC2(C(=O)NC(=O)NC2=O)C1c1ccccc1 (configuration not stated)	2%	u	-6%	14%	u	-12%
CCOC(=O)C1(CCCc2ccccc2)CCN(C(=O)Cn2nc(C)nc2C)CC1	1%	-7%	-15%	-3%	-10%	-1%
CCCCCCCCC(=O)N/N=C/c1ccccn1	3%	u	-8%	2%	54%[activator]	0%
Cc1nc(NC(=O)/C=C/c2ccccc2)sc1C(=O)NCCO	0%	-12%	1%	-12%	-20%	x
O=c1c2ccccc2nnn1CSc1nnc(-c2ccco2)o1	-5%	-3%	-2%	8%	1.2µM*	-1%
Cc1cc(C)n(-c2nc3nonc3nc2Nc2cccc(C)c2C)n1	0%	11%	4%	-6%	34%[activator]	12%
COCCOC(=O)C1=C(C)OC(N)=C(C#N)C1c1ccco1 (configuration not stated)	10%	-19%	-1%	-4%	8%	-35%
Cc1ccc(S(=O)(=O)N2c3ccccc3OCC2C(C)(C)C)cc1 (configuration not stated)	-1%	9.3µM*	6%	-6%	u	-3%
O=C(COc1ccc2ccccc2c1)N1CCN(c2ccccc2O)CC1	1%	u	0%	-26%	-14%	-5%
COc1cc(/C=C2\SC(=S)N(Nc3ccccc3)C2=O)cc(OC)c1OC	0%	19%	-3%	1%	0%	u
CC(C)C(=O)NS(=O)(=O)c1ccc(NS(C)(=O)=O)cc1	-11%	49%[activator]	0%	12%	-17%	1%
COc1ccc(S(=O)(=O)N(C)C)cc1NC(=O)CSc1ncccn1	3%	u	0%	-27%	-54%[5.75 µM]	-1%
CC(C)(C)c1ccc(NC(=O)C2=CN3CCS(=O)(=O)N=C3C=C2)cc1	x	-4%	-8%	u	u	0%
CC(CN1CCN(C)CC1)OC(=O)c1ccccc1 (configuration not stated)	0%	0%	-3%	9%	15%	2%
COc1ccc(-c2cc(=O)oc3c(C)c(OCC(=O)NCC4CCC(C(=O)O)CC4)ccc23)cc1 (configuration not stated)	-1%	-34%	-9%	9%	13µM*	-3%
NC(=O)N1CC(O)CC1C(=O)Nc1ccc(Cl)c(Cl)c1 (configuration not stated)	-1%	14%	-2%	-3%	u	7%
COc1ccc(C(=O)/C=C/c2cccc(OCc3ccccc3)c2)cc1CSCC(=O)O	-5%	9.3µM*	-10%	8%	4.7µM*	-28%
CC(C)n1nnnc1SCC(=O)NCCc1ccccc1	-3%	67%[activator]	-1%	15%	-13%	9%
CSCC[C@H](NC(=O)N1CCn2c1nc1ccccc12)C(=O)NCc1ccc(F)cc1	6%	u	-6%	17%	12µM*	2%
COc1ccc(C(=O)Nc2cccnc2Sc2ccc(Cl)cc2)cc1	1%	u	-1%	8%	9%	6%
CN(C(=O)c1ccccc1)c1nccnc1C#N	3%	-9%	3%	15%	-10%	-3%
Cc1ccccc1-n1nnnc1SCc1cc(=O)n2ccsc2n1	3%	-1%	0%	-14%	-23%	-1%
Cc1ccc2nc(C)n(-c3ccc(F)cc3)c(=O)c2c1	-7%	15%	-1%	3%	-9%	-13%
CN(C)c1ccc(C2(c3ccc(N(C)C)cc3)OC(=O)c3cc(N)ccc32)cc1	2%	-7%	-12%	6%	-1%	6%
Cc1c(N)c(=O)n(-c2ccccc2)n1C	x	0%	-4%	17%	2%	u
CC[N+](CC)(CC)CCOc1ccc(/C=C/c2ccccc2)cc1	x	0.29µM*	0%&-11%	u	0.74µM*	u
CCOC(=O)/C(=N/Nc1ccccc1OC)N1CCCc2ccccc21	-2%	u	-12%	u	u	40µM*
CCC(c1nnnn1C(C)C)N1CCN(C2CCCC2)CC1 (configuration not stated)	6%	10%	-5%	19%	31%[activator]	0%
O=C(CSc1ccccn1)Nc1ccc2c(c1)OCCO2	-4%	163%[activator]	5%	-9%	208%[activator]	2%
COCCNC(=O)c1oc2ccc3c(c2c1C)C(O)CC(C)(C)O3 (configuration not stated)	-2%	27%	8%	6%	-1%	u
Cc1ccc(C)c2[nH]c(=O)c(CCNS(=O)(=O)c3ccccc3)cc12	-1%	-2%	5%	-9%	2%	2%
CSc1n[nH]c(=O)n1C1CCCCC1	7%	2%	2%	9%	2%	1%
CCCS(=O)(=O)N1CCC(C(=O)NCCN2CCCC2)CC1	-1%	9%	3%	-1%	55%[activator]	-21%
Cc1ccc(Cn2nc(C)c(NC(=O)CCCn3nc([N+](=O)[O-])c(Cl)c3C)c2C)cc1	1%	-4%	-10%	2%	2%	-15%
CC(C(=O)O)N1C(=O)CSC1=S (configuration not stated)	-3%	6%	1%	-1%	x	4%
CC(=O)NC1C(Oc2ccc(C=O)cc2)OC(COC(C)=O)C(OC(C)=O)C1OC(C)=O (configuration not stated)	-4%	0%	-2%	-14%	-13%	43%[activator]
CSc1ccccc1C(=O)Nc1ccc(S(=O)(=O)NC2=NCCCCC2)cc1	x	u	0%	2%	u	-3%

Of the compounds above, these contain fluorine.
compound	LmPK inhibitor	Pf growth 48h	TbPYK inhibitor	HCV inhibitor	Pf growth 96h	Sm TGR block
CSCC[C@H](NC(=O)N1CCn2c1nc1ccccc12)C(=O)NCc1ccc(F)cc1	6%	u	-6%	17%	12µM*	2%
Cc1ccc2nc(C)n(-c3ccc(F)cc3)c(=O)c2c1	-7%	15%	-1%	3%	-9%	-13%

The main list resumes, repeating the four entries before the break.
compound	LmPK inhibitor	Pf growth 48h	TbPYK inhibitor	HCV inhibitor	Pf growth 96h	Sm TGR block
Cc1ccc(Cn2nc(C)c(NC(=O)CCCn3nc([N+](=O)[O-])c(Cl)c3C)c2C)cc1	1%	-4%	-10%	2%	2%	-15%
CC(C(=O)O)N1C(=O)CSC1=S (configuration not stated)	-3%	6%	1%	-1%	x	4%
CC(=O)NC1C(Oc2ccc(C=O)cc2)OC(COC(C)=O)C(OC(C)=O)C1OC(C)=O (configuration not stated)	-4%	0%	-2%	-14%	-13%	43%[activator]
CSc1ccccc1C(=O)Nc1ccc(S(=O)(=O)NC2=NCCCCC2)cc1	x	u	0%	2%	u	-3%
Cc1ccc(/C=N/NC(=O)c2cc(C3CC3)nc3ccccc23)o1	0%	29%	-6%	u	-2%	-14%
CNc1sc(C(=O)c2ccc(F)cc2)c(N)c1-c1nc2ccccc2s1	3%	x	u	u	-94%	40µM*
NS(=O)(=O)c1ccc(NC(=O)CSc2nnc(NC3CC3)s2)cc1	x	-17%	-6%	5%	-2%	-4%
COc1cccc(-c2cc3c(=O)n(-c4ccccc4)c(=S)[nH]c3s2)c1	-3%	15%	-17%	13%	u	0%
CC(=O)c1cnc2nc(SCc3ccccc3)nn2c1C	-1%	88%[activator]	-7%	-5%	-28%	2%
Cc1ccc(-c2nn(-c3ccccc3)cc2C(=O)NCCCN2CCOCC2)cc1	-7%	-4%	4%	-8%	-4%	-5%
CCn1c(=O)c([N+](=O)[O-])c(N2CCOCC2)c2ccccc21	-2%	8%	-1%	-3%	10µM*	3%
Cc1cc2c(cc1S(=O)(=O)NCc1ccc(Cl)cc1)OCC(=O)N2	-2%	12%	-11%	-8%	-23%	9%
CNS(=O)(=O)c1ccc(C(=O)NCC(=O)NC(C)c2cccs2)cc1 (configuration not stated)	x	-13%	2%	5%	u	-1%
O=[N+]([O-])c1ccc(Cl)c([N+](=O)[O-])c1	x	10µM*	1%	u	u	2.2µM*
Cc1ccnc(NC(=O)CNC(=O)C23CC4CC(CC(C4)C2)C3)c1	x	36%[activator]	3%	35%[activator]	39%[activator]	2%
COCCN=C1Sc2nc3c(C)cccc3cc2CN1Cc1ccco1	0%	8.3µM*	-20%	-15%	-5%	0%
COCCC(=O)N1CCC(Oc2ccc(C(=O)NC3CCCCC3)cc2)CC1	-3%	-11%	2%	14%	u	6%
CC1=C([N+](=O)[O-])C(c2ccc(Cl)cc2)NC(=O)N1C (configuration not stated)	0%	19%	u	2%	u	-9%
COc1ccc(CCNC(=O)CN(c2ccccc2)S(C)(=O)=O)cc1	-1%	36%[activator]	1%	4%	u	14%
O=C(C1CCCCCC1)N1CC[C@@H](N2CCC(O)CC2)[C@H](O)C1	1%	7%	2%	-11%	u	-13%
c1ccc(Oc2nc(-c3ccccn3)nc3ccccc23)cc1	-5%	1.7µM*	-5%	7.9µM*	1.3µM*	-13%
Cc1ccc(S(=O)(=O)N(Cc2cc3ccccc3[nH]c2=O)c2cccc(C)c2)cc1	7%	u	1%	-9%	u	-8%
Cc1ccc(S(=O)(=O)N2CCN(c3ncnc4c3cnn4-c3ccccc3)CC2)cc1	4%	-1%	3%	16%	-9%	-12%
COc1ccccc1Oc1nc(C)c(C(C)=O)cc1C#N	-9%	0%	-9%	u	0%	16%
O=C(c1ccco1)N1CCN(C(=O)c2cccc3c2C(=O)N(C2CCCCC2)C3)CC1	3%	19%	-8%	-9%	x	50µM*
CCOc1ccc(NC(=O)C2CCN(S(=O)(=O)c3c(C)noc3C)CC2)cc1	-5%	-1%	5%	-8%	7.4µM*	2%
CCN(CC)C(=O)N1CCN(c2c([N+](=O)[O-])c(=O)oc3ccccc23)CC1	x	-2%	0%	1%	-22%	-27%
Cn1nnnc1SCC(=O)NNC(=O)c1ccc(Cl)cc1	1%	-43%[1.15 µM]	0%	13%	6%	5%
Cc1cn[nH]c1	x	17%&-4%	1%&0%	-3%	55%&8%[activator]	3%
